Source: PubChem
MsrA inhibitor – inhibitors of bovine MsrA; purified bovine MsrA, absorbance read-out; inhibition, % at 15.5 µM; hit rate 0.75% among 360,000; AID 651718; in the data active = inhibition above about 4.5%;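 also: 0% = vehicle wells with enzyme and 100% = reference inhibitor wells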
E coli Lon inh – inhibitors of E. coli Lon protease; P0A9M0; purified E. coli Lon protease, fluorescence polarization; inhibition, % at 7.94 µM; hit rate 0.42% among 360,000; AID 602123; in the data active = inhibition above about 13%, passing the limit was not always enough;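 also: 0% = enzyme with probe and DMSO and 100% = no enzyme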
TbMetRS inhib – blocks T. brucei methionyl-tRNA synthetase activity | purified T. brucei MetRS, ATP depletion, Kinase-Glo luminescence | hit rate 0.4% among 360,000 | inhibition, % at 11.9 µM;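 active = inhibition above a per-plate cutoff of the control wells' mean inhibition plus 3 SD, cut at about 5.5% in these data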;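 also: 0% = DMSO wells median and 100% = median of wells with control inhibitor compound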
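Assay system: T. brucei methionyl-tRNA synthetase, purified | Medium: HEPES buffer with MgCl2, KCl, DTT, spermine, BSA, pyrophosphatase | Compound: 11.9 µM single point | Incubation: 15 min enzyme-compound preincubation, 2 h reaction, 10 min detection, 25 °C | Measured by: Kinase-Glo luciferase luminescence reporting remaining unconsumed ATP | Measure: % inhibition normalized to control-well medians | Replication: Singlicate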
CendR NRP1 mod – NRP-1/CendR interaction modulation | O14786 | FAM-RPARPAR peptide binding to NRP-1, fluorescence polarization | inhibition, % at 25 µM | hit rate 0.85% among 360,000 | AID 602438;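 active = inhibition or corrected inhibition above about 18%, plus a signal ratio from 0.5 to 1.5, limit read from the data, passing the limit was not always enough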; also: strong numbers were not always called active
FAS-TE inh – blocks the thioesterase domain of human fatty acid synthase; recombinant FAS-TE, OMFH fluorogenic substrate, fluorescence endpoint; inhibition, % at 15 µM; hit rate 0.67% among 360,000;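 active = compounds whose normalised, plate-corrected inhibition of enzyme fluorescence in the single-dose primary screen is 50% or more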;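 also: 0% = DMSO with enzyme and 100% = substrate without enzyme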
Target sequence (P49327 whole entry, looked up, the tested form may be a part): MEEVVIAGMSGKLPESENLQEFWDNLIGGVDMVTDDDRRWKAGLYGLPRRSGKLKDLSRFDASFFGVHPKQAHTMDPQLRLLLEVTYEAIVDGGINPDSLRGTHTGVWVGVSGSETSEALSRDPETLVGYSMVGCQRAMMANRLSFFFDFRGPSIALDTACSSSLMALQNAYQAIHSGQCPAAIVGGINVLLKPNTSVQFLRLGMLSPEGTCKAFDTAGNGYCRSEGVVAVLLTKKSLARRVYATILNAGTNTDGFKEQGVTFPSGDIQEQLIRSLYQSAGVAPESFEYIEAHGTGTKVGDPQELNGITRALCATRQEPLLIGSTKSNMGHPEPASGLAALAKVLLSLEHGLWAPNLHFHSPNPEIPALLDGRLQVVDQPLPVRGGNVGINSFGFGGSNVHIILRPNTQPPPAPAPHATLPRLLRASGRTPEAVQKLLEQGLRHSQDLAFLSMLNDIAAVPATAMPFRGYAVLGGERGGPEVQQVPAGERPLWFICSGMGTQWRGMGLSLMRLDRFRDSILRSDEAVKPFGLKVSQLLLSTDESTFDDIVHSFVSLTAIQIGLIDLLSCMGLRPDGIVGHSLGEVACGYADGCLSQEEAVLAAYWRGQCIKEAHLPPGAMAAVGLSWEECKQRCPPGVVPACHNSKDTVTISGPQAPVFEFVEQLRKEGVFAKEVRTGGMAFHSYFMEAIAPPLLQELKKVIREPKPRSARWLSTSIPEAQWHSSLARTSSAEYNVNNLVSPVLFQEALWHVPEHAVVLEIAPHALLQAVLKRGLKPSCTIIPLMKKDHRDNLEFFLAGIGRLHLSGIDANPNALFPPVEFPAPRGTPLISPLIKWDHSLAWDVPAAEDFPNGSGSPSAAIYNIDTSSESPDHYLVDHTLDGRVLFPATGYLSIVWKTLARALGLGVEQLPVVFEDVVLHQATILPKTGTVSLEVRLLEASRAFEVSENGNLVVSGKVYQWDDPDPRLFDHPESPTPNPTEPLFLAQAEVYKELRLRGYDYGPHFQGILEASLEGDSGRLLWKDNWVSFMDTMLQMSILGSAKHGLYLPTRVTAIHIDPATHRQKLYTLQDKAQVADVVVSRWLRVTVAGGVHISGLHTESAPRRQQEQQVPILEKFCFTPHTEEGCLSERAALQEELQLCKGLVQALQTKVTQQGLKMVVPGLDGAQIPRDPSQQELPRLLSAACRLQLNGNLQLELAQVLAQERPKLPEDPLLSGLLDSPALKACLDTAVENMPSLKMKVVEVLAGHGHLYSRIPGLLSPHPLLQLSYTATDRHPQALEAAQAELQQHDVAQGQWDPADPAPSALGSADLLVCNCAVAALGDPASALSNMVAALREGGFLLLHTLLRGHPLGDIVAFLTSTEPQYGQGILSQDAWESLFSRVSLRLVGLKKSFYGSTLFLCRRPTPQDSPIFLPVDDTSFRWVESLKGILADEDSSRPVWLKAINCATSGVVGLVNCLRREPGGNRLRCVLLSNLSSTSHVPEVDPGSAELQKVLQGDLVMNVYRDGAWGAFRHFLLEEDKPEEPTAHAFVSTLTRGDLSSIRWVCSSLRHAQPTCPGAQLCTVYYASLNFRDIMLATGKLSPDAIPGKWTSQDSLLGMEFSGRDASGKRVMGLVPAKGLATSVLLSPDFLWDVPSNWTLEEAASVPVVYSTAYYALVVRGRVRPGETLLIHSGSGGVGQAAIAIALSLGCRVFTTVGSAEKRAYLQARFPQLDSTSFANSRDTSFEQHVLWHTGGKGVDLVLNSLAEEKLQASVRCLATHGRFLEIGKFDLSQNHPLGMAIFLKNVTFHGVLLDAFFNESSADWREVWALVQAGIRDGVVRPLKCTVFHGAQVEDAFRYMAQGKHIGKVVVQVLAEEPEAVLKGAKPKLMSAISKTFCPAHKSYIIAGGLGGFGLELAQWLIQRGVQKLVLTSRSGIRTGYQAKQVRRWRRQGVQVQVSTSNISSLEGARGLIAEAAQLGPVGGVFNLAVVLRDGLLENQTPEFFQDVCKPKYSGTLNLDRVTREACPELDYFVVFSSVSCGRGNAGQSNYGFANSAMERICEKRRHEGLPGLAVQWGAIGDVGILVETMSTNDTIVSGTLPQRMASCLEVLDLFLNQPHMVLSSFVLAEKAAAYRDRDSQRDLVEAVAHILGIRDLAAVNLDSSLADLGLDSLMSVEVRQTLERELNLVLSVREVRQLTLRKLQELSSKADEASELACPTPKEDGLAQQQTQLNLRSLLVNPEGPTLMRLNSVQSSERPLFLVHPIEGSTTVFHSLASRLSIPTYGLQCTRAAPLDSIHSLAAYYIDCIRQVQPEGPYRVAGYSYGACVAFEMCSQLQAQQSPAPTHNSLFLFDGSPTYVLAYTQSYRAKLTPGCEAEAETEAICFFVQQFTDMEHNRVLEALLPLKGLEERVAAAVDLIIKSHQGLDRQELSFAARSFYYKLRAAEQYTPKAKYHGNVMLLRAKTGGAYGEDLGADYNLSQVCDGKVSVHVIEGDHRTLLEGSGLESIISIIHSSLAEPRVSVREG
MT1-MMP act inh – blocks activation of human MT1-MMP. HT1080 RFP-PRO-GFP cells, GFP/RFP ratio fluorescence, overnight; percent of plate control window, DMSO zero. GFP/RFP ratio change, % at 20 µM. hit rate 0.061% among 360,000. AID 651647;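 active = GFP/RFP ratio change of at least 30% with cell ATP level not reduced by more than half and red fluorescence within 50% of control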; also: strong numbers were not always called active
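Material – HT1080 RFP-PRO-GFP cells · Control set – DMSO wells and RFP-L50D-GFP cells · Incubation – overnight cell settling, then overnight compound exposure, 37 °C, 5% CO2 · Compound dosing – single-point 20 µM compound, 1% DMSO · Read-out – GFP/RFP fluorescence ratio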
SKN-1 block – blocks SKN-1 activity in C. elegans; inhibition, % at 21.8 µM; C. elegans VP596 Pgst-4::GFP/RFP ratio, acrylamide-induced, 24 h; hit rate 0.49% among 360,000;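 active = interference check ratio from 0.5 to 1.5 plus GFP to RFP signal ratio inhibition reaching or exceeding a fixed threshold, cut at about 30% in these data, passing the limit was not always enough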; also: some compounds called inactive have numbers as strong as hits
PABP1 MLLE inh – inhibitors of microRNA-mediated deadenylation, human PABP1 MLLE binding | P11940 | GST-MLLE / FITC-PAM2 fluorescence polarization | inhibition, % at 20 µM | hit rate 0.36% among 360,000 | AID 588489; in the data active = inhibition above about 35%, passing the limit was not always enough;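 also: plate controls were DMSO wells with GST-MLLE for no effect and wells lacking GST-MLLE protein for full effect; some results filed as inactive read as strong as hits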
bovine MsrA act – activates bovine MsrA enzyme. purified bovine MsrA, absorbance read-out. activation, % at 10.6 µM. hit rate 0.3% among 360,000; in the data active = activation above about 7.5%;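 also: 0% = vehicle and 100% = reference activator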
Starred values were filed as active, the others as inactive.

Screening COc1ccc(-c2cc(C(F)(F)F)n3ncc(C(=O)NCC4CCCO4)c3n2)cc1OC (stereo not given) returned MsrA inhibitor -0.1, E coli Lon inh 3, TbMetRS inhib -1.0, CendR NRP1 mod -268, FAS-TE inh 4, MT1-MMP act inh 18, SKN-1 block -20, PABP1 MLLE inh 22 and bovine MsrA act -10.
Cc1nc(-c2cccnc2)sc1C(=O)N/N=C/c1ccccc1Cl was read as MsrA inhibitor -1.0, E coli Lon inh 11, TbMetRS inhib -0.6, CendR NRP1 mod -2, FAS-TE inh 4, MT1-MMP act inh 2, SKN-1 block 12, PABP1 MLLE inh 4 and bovine MsrA act 4.
CS(=O)(=O)N1CCN(C(=O)c2ccc(-c3ccccc3)cc2)CC1 was read as MsrA inhibitor -0.7, E coli Lon inh 1, TbMetRS inhib -0.1, CendR NRP1 mod 11, FAS-TE inh -4, MT1-MMP act inh 2, SKN-1 block 7, PABP1 MLLE inh 0 and bovine MsrA act -1.
Screening O=S(=O)(Nc1ccc(-c2ccc3nncn3n2)cc1)c1ccccc1F returned MsrA inhibitor 1.8, E coli Lon inh -14, TbMetRS inhib -0.1, CendR NRP1 mod 4, FAS-TE inh -2, MT1-MMP act inh -1, SKN-1 block -4, PABP1 MLLE inh 14 and bovine MsrA act 0.
CCCCn1c(N)c(N(CCOC)C(=O)C2CCN(S(=O)(=O)c3ccc(C)c(C)c3)CC2)c(=O)[nH]c1=O was read as MsrA inhibitor 0.7, E coli Lon inh 6, TbMetRS inhib -0.3, CendR NRP1 mod -12, FAS-TE inh -6, MT1-MMP act inh -1, SKN-1 block 9, PABP1 MLLE inh -5 and bovine MsrA act -5.
Fc1ccc(Cn2nnnc2C(c2cccs2)N2CCN(C3CCCCC3)CC2)cc1 (stereo not given) was read as MsrA inhibitor 0.4, E coli Lon inh 4, TbMetRS inhib -0.7, CendR NRP1 mod 2, FAS-TE inh -3, MT1-MMP act inh 4, SKN-1 block -3, PABP1 MLLE inh 6 and bovine MsrA act -3.
Screening Cc1ccccc1-n1nnnc1SCC(=O)Nc1ccc(N2CCN(C)CC2)cc1 returned MsrA inhibitor 0.6, E coli Lon inh 0, TbMetRS inhib 0.1, CendR NRP1 mod 4, FAS-TE inh -6, MT1-MMP act inh -8, SKN-1 block -2, PABP1 MLLE inh -9 and bovine MsrA act 0.
CCCCCC(=O)Nc1ccc(S(=O)(=O)Nc2cc(OC)nc(OC)n2)cc1 was read as MsrA inhibitor 0.2, E coli Lon inh -11, TbMetRS inhib -0.3, CendR NRP1 mod 0, FAS-TE inh -3, MT1-MMP act inh 3, SKN-1 block 17, PABP1 MLLE inh -8 and bovine MsrA act -1.
CCCC(c1nnnn1Cc1ccc2c(c1)OCO2)N1CCC(C(N)=O)CC1 (stereo not given) was read as MsrA inhibitor -0.8, E coli Lon inh 10, TbMetRS inhib -0.7, CendR NRP1 mod -3, FAS-TE inh -3, MT1-MMP act inh 5, SKN-1 block 2, PABP1 MLLE inh 5 and bovine MsrA act -2.
`Cc1ccc(-c2nc(C#N)c(NCC3CCCO3)o2)cc1` (stereo not given) gave MsrA inhibitor 3.1, E coli Lon inh -4, TbMetRS inhib 0.0, CendR NRP1 mod 9, FAS-TE inh 1, MT1-MMP act inh 3, SKN-1 block 3, PABP1 MLLE inh -6 and bovine MsrA act -1.
Screening CC[C@@]1(C(=O)OC)N[C@H](CN(C)S(=O)(=O)c2ccc(C(C)(C)C)cc2)[C@@H]2C(=O)N(C)C(=O)[C@@H]21 returned MsrA inhibitor -0.1, E coli Lon inh -6, TbMetRS inhib 0.5, CendR NRP1 mod -3, FAS-TE inh -8, MT1-MMP act inh -3, SKN-1 block -23, PABP1 MLLE inh 28 and bovine MsrA act 0.
Screening CC(C)CNS(=O)(=O)c1ccc(CCC(=O)NCc2ccco2)cc1 returned MsrA inhibitor -0.6, E coli Lon inh -8, TbMetRS inhib -0.8, CendR NRP1 mod -6, FAS-TE inh -5, MT1-MMP act inh -1, SKN-1 block -16, PABP1 MLLE inh 6 and bovine MsrA act -3.
`Cc1cc(S(=O)(=O)NCc2ccco2)c(C)cc1Cl` gave MsrA inhibitor -0.8, E coli Lon inh 2, TbMetRS inhib -0.5, CendR NRP1 mod 3, FAS-TE inh 7, MT1-MMP act inh -2, SKN-1 block 10, PABP1 MLLE inh 13 and bovine MsrA act -3.
COc1ccccc1C1(CCNS(=O)(=O)c2ccc(C)cc2)CCOC(C(C)C)C1 (stereo not given) was read as MsrA inhibitor -0.6, E coli Lon inh 2, TbMetRS inhib -0.5, CendR NRP1 mod 0, FAS-TE inh 21, MT1-MMP act inh 1, SKN-1 block 9, PABP1 MLLE inh -13 and bovine MsrA act -10.
`COc1cccc(OC)c1C(=O)Nc1nc2ccc([N+](=O)[O-])cc2s1` gave MsrA inhibitor 2.0, E coli Lon inh -4, TbMetRS inhib -0.5, CendR NRP1 mod -5, FAS-TE inh -11, MT1-MMP act inh -2, SKN-1 block 2, PABP1 MLLE inh 11 and bovine MsrA act -4.
Cn1c(=O)c(C(=O)NNC(=O)c2ccc(Br)cc2)c(O)c2ccccc21 was read as MsrA inhibitor 1.9, E coli Lon inh -6, TbMetRS inhib 0.0, CendR NRP1 mod -3, FAS-TE inh 3, MT1-MMP act inh -1, SKN-1 block 0, PABP1 MLLE inh 7 and bovine MsrA act 2.
CC(C)(C)c1ccc(C(=O)NNC(=O)C(=O)N2CCCCC2)cc1 was read as MsrA inhibitor 0.5, E coli Lon inh -3, TbMetRS inhib -0.5, CendR NRP1 mod 12, FAS-TE inh -4, MT1-MMP act inh 4, SKN-1 block 6, PABP1 MLLE inh -6 and bovine MsrA act -1.
Screening CC(=O)Nc1ccc2nc(-c3ccncc3)[nH]c2c1 returned MsrA inhibitor 2.9, E coli Lon inh 4, TbMetRS inhib -0.1, CendR NRP1 mod 0, FAS-TE inh -7, MT1-MMP act inh 9, SKN-1 block -13, PABP1 MLLE inh 4 and bovine MsrA act -2.
COc1ccccc1Nc1cc(C(=O)NC2CCCC2)c2ccccc2n1 was read as MsrA inhibitor 1.3, E coli Lon inh -17, TbMetRS inhib -0.8, CendR NRP1 mod 2, FAS-TE inh 0, MT1-MMP act inh -2, SKN-1 block 8, PABP1 MLLE inh -5 and bovine MsrA act -2.
`O=C(CCc1ccccc1)Nc1cccc(-c2nnc(-c3ccco3)o2)c1` gave MsrA inhibitor -0.2, E coli Lon inh 1, TbMetRS inhib 0.1, CendR NRP1 mod 2, FAS-TE inh 6, MT1-MMP act inh 8, SKN-1 block 0, PABP1 MLLE inh -2 and bovine MsrA act -1.
O=C(NCCCN1CCOCC1)c1ccc2c(c1)N(Cc1ccccc1F)C(=O)c1ccccc1S2=O (stereo not given) was read as MsrA inhibitor 0.0, E coli Lon inh 1, TbMetRS inhib 0.5, CendR NRP1 mod -2, FAS-TE inh -8, MT1-MMP act inh -1, SKN-1 block -4, PABP1 MLLE inh -14 and bovine MsrA act -1.
Screening O=C(O)c1cnn2c(C(F)F)cc(C(F)F)nc12 returned MsrA inhibitor 3.1, E coli Lon inh -11, TbMetRS inhib -1.2, CendR NRP1 mod 7, FAS-TE inh 1, MT1-MMP act inh 2, SKN-1 block 13, PABP1 MLLE inh -4 and bovine MsrA act -3.
`Fc1ccc(Cc2nnc(-c3cccs3)o2)cc1` gave MsrA inhibitor 0.3, E coli Lon inh 3, TbMetRS inhib -1.3, CendR NRP1 mod -4, FAS-TE inh 4, MT1-MMP act inh 1, SKN-1 block 7, PABP1 MLLE inh 6 and bovine MsrA act -1.
Screening O=C(O)CCCC(=O)N1CCc2cc(S(=O)(=O)N3CCc4ccccc43)ccc21 returned MsrA inhibitor -0.3, E coli Lon inh 3, TbMetRS inhib -0.4, CendR NRP1 mod 30*, FAS-TE inh 1, MT1-MMP act inh 0, SKN-1 block 10, PABP1 MLLE inh -1 and bovine MsrA act -2.
For N#Cc1nc(-c2cccs2)oc1NCCN1CCOCC1 the results were MsrA inhibitor 3.8, E coli Lon inh 5, TbMetRS inhib -0.1, CendR NRP1 mod 8, FAS-TE inh 2, MT1-MMP act inh 5, SKN-1 block -10, PABP1 MLLE inh -9 and bovine MsrA act -18.
`C=CCn1c(SCCOc2ccc(OC)cc2)nnc1C(NC(=O)c1ccc(OC)cc1)C(C)C` (stereo not given) gave MsrA inhibitor -0.1, E coli Lon inh 4, TbMetRS inhib -0.5, CendR NRP1 mod 8, FAS-TE inh 8, MT1-MMP act inh 1, SKN-1 block 21, PABP1 MLLE inh -13 and bovine MsrA act -2.
Screening Cc1cc(Nc2ccc(N(C)C)cc2)n2ncnc2n1 returned MsrA inhibitor 1.7, E coli Lon inh -9, TbMetRS inhib -0.8, CendR NRP1 mod -4, FAS-TE inh -8, MT1-MMP act inh -3, SKN-1 block -7, PABP1 MLLE inh -4 and bovine MsrA act -7.
For O=C(O)CCN1C(=O)c2ccc(NC(=O)CSCc3ccccc3)cc2C1=O the results were MsrA inhibitor 0.4, E coli Lon inh 15, TbMetRS inhib -0.3, CendR NRP1 mod 3, FAS-TE inh -12, MT1-MMP act inh -4, SKN-1 block -5, PABP1 MLLE inh 23 and bovine MsrA act -1.
`COC(=O)CN(C#N)c1nc(OC)nc(N(C)C)n1` gave MsrA inhibitor -0.4, E coli Lon inh -5, TbMetRS inhib -1.6, CendR NRP1 mod 17, FAS-TE inh -6, SKN-1 block -25, PABP1 MLLE inh -6 and bovine MsrA act -15.
Screening Cc1ccc(F)c(S(=O)(=O)NC(=O)C2(C)CCN2C(=O)Cc2cc(F)ccc2F)c1 (stereo not given) returned MsrA inhibitor -0.1, E coli Lon inh -13, TbMetRS inhib 0.3, CendR NRP1 mod -4, FAS-TE inh -3, MT1-MMP act inh 1, SKN-1 block 10, PABP1 MLLE inh 7 and bovine MsrA act 1.
`COc1ccc(NC(=O)CSc2nc3c(c(=O)n2-c2ccccc2OC)SCC3)cc1` gave MsrA inhibitor 1.8, E coli Lon inh -4, TbMetRS inhib -0.3, CendR NRP1 mod 8, FAS-TE inh 0, MT1-MMP act inh -4, SKN-1 block 22, PABP1 MLLE inh 0 and bovine MsrA act -4.

Reprinted at random: 3 compounds from above.
Cn1c(=O)c(C(=O)NNC(=O)c2ccc(Br)cc2)c(O)c2ccccc21 was read as MsrA inhibitor 1.9, E coli Lon inh -6, TbMetRS inhib 0.0, CendR NRP1 mod -3, FAS-TE inh 3, MT1-MMP act inh -1, SKN-1 block 0, PABP1 MLLE inh 7 and bovine MsrA act 2.
Screening Cc1cc(Nc2ccc(N(C)C)cc2)n2ncnc2n1 returned MsrA inhibitor 1.7, E coli Lon inh -9, TbMetRS inhib -0.8, CendR NRP1 mod -4, FAS-TE inh -8, MT1-MMP act inh -3, SKN-1 block -7, PABP1 MLLE inh -4 and bovine MsrA act -7.
For O=C(O)CCN1C(=O)c2ccc(NC(=O)CSCc3ccccc3)cc2C1=O the results were MsrA inhibitor 0.4, E coli Lon inh 15, TbMetRS inhib -0.3, CendR NRP1 mod 3, FAS-TE inh -12, MT1-MMP act inh -4, SKN-1 block -5, PABP1 MLLE inh 23 and bovine MsrA act -1.
